# KCNQ2 inh: KCNQ2 potassium channel inhibitors, primary screen, cell-based, CHO-K1, FluxOR thallium flux, B-score (AID 2156); hit rate 1.1% among 310,000; Potassium voltage-gated channel subfamily KQT member 2 (Rattus norvegicus), O88943; B-score at 10 µM; 20 min; hits give low values;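 active = fluorescence ratio B-score at most minus 3 library SDs, with starting brightness B-score within 2 library SDs, cut at about -5.5 in these data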
# OX1R antag: antagonists of human orexin 1 receptor (OX1R); Orexin/Hypocretin receptor type 1 (Homo sapiens), O43613; OX1R-expressing cells, FRET antagonist read-out; inhibition, % at 6.6 µM; hit rate 1.8% among 330,000; AID 485270, 2010; in the data active = inhibition mostly above about 38%, no sharp cut-off; inactive = mostly below about 40%;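 also: 0% = agonist challenge alone and 100% = reference antagonist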
# Target sequence (O43613 whole entry, looked up): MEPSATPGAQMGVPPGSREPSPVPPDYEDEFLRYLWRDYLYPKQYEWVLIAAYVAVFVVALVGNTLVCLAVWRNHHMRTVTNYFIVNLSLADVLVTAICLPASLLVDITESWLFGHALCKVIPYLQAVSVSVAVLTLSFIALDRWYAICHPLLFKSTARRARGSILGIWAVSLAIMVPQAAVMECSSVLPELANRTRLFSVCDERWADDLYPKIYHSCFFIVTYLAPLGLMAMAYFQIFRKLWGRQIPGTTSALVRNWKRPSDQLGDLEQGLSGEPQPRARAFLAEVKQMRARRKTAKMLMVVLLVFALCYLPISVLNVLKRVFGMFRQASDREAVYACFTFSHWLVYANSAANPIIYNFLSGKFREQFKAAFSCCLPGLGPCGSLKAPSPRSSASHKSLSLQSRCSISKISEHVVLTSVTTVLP
# STK33 kinase inh: inhibitors of purified STK33 kinase, primary screen, biochemical, ADP-Glo luminescence, homogeneous, cell-free; MBP phosphorylation; Serine/threonine-protein kinase 33 (Homo sapiens), Q9BYT3; inhibition, % at 10 µM; hit rate 0.073% among 320,000;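 active = inhibition at or above 25%, using the most active replicate where run in duplicate; inactive = inhibition below 25%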
# Target sequence (Q9BYT3 whole entry, looked up): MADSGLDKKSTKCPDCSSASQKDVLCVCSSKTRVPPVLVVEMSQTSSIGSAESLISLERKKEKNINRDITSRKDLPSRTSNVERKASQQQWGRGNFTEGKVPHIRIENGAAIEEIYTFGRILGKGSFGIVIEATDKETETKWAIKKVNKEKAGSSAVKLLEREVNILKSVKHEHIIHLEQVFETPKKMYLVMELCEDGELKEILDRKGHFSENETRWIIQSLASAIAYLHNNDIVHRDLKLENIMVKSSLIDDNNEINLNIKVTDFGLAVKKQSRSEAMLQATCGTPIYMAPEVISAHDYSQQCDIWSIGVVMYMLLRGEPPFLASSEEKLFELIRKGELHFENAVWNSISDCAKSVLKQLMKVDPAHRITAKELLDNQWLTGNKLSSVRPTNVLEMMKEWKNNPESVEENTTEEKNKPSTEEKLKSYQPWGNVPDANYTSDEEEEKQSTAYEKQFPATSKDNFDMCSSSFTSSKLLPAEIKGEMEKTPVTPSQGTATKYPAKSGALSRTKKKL
# Starred values were filed as active, the others as inactive; i = inactive; · = not tested or not shown.
SMILES,KCNQ2 inh,OX1R antag,STK33 kinase inh
O=C1CC(c2ccco2)Cc2nc(N3CCc4ccccc4C3)ncc21 (stereo not given),-10*,11,-1.2
Cc1cc(C)n2nc(CCCCc3nc4nc(C)cc(C)n4n3)nc2n1,i,-3,-3.4
CSCC[C@H](NC(=O)c1ccc(Cl)c(S(=O)(=O)N2CCCC2)c1)c1nc2ccccc2[nH]1,i,6,-0.9
Cc1ccc(C(=O)N(Cc2ccc3c(c2)OCO3)Cc2nc3ccccc3c(=O)[nH]2)cc1,i,11,0.3
Cc1nc(SCC(=O)N2c3ccccc3Sc3ccccc32)n[nH]1,i,16,-1.1
NC(=O)/C(=C/c1ccco1)NC(=O)c1ccc(Br)o1,i,39,1.3
Cc1nc(-c2ccc(Cl)cc2)sc1C(=O)O,i,14,-0.1
O=C(Cn1ccc2ccccc2c1=O)NCC(=O)N1CCCCC1,i,0,-1.0
CN1CCC(NC(=O)NC2CCCCC2)CC1,i,7,-1.1
CC(C)c1csc(CN2CCN(Cc3ccc(F)cc3)C(CCO)C2)n1 (stereo not given),i,29,-0.5
CCN(C(=O)CSc1nc2ccccc2n1CCc1ccccc1)C1CCS(=O)(=O)C1 (stereo not given),i,34,-1.0
COc1cc(C(=O)O/N=C(\N)Cc2ccc([N+](=O)[O-])cc2)cc(OC)c1OC,i,12,-0.6
CCOC(=O)c1ccccc1NC(=O)c1nc2nccc(C)n2n1,i,10,-0.7
CCCCCCNC(=O)CCCCCNS(=O)(=O)c1ccc(Br)cc1,i,12,-0.4
O=C(Oc1ccc(F)cc1)c1cccnc1,i,3,-1.7
O=C(O)/C=C/c1cccc(NC(=O)c2ccc(Cl)cc2)c1,i,22,2.6
CC(C)(C)NC(=O)c1nc2ccccc2s1,i,3,·
Cc1cc(C)nc(SCC(=O)c2ccc(Cl)cc2)n1,i,0,-1.2
CCN(C(=O)COC(=O)CNC(=O)c1cccc(C)c1)c1c(N)n(Cc2ccccc2)c(=O)[nH]c1=O,i,14,-0.9
Cc1sc2nc3n(c(=O)c2c1C)CCCCC3,i,8,-1.1
COC(=O)C(Cc1ccccc1)NC(=O)c1ccc(C)cc1 (stereo not given),i,7,-0.2
O=C(CN1CCC2(CC1)OCCO2)c1ccc2cc[nH]c2c1,i,9,-0.7
COc1cccc(NC(=O)C2c3cc(OC)c(OC)cc3C(=O)N(C)C2c2cccnc2)c1 (stereo not given),i,10,-0.2
C=CCSc1nc2ccccc2n1S(=O)(=O)c1ccc(C)cc1,·,11,-1.1
c1ccc2c(c1)Oc1cccc3cccc-2c13,i,4,0.0
O=C1C2C3C=CC(CC3)C2C(=O)N1c1nccs1 (stereo not given),i,-5,-0.7
Cc1cc(C)cc(N2CN=C3SCC(=O)N3C2)c1,i,9,-0.3
C[C@H](CO)N1C[C@H](C)[C@@H](CN(C)C(=O)Nc2ccccc2)Oc2ccc(NC(=O)NC3CCCCC3)cc2C1=O,·,2,0.1
CC(C)[C@H](NS(=O)(=O)c1cccc(C(F)(F)F)c1)C(=O)OCC(=O)NC(=O)NCc1ccco1,·,3,-1.6
O=S(=O)(Cc1cccc(C(F)(F)F)c1)c1ncn[nH]1,i,13,-0.8
CC(C)c1c(C(=O)N/N=C/C2CC=CCC2)nnn1-c1nonc1N (stereo not given),i,12,-0.7
CC(C)n1ncc2c(C(=O)N3CCN(c4ccccc4)CC3)cc(-c3ccccc3)nc21,·,3,0.4
Cc1ccc(C(C)C)c(OCc2nnc(SCC(=O)Nc3nccs3)n2C)c1,i,7,-1.1
COc1cccc(/C=N\Nc2nncc(-c3ccccc3)n2)c1,·,19,-0.2
O=C(CSc1nc2ccc(Cl)cc2[nH]1)NCc1ccco1,i,55,1.2
CCOC(=O)c1c(C)cc(C)n2c1nc1ccccc12,i,22,-1.5
Cc1cc(C(=O)N2CCc3ccccc32)c2cc(F)ccc2n1,i,3,-1.8
O=C(CSc1nnnn1-c1ccccc1)Nc1ncc2c(n1)CC(c1ccccc1)CC2=O (stereo not given),i,1,-0.3
Cc1ccc(/C=N/n2c(-c3ccc(Cl)cc3)n[nH]c2=S)s1,i,21,-2.4
O=C(CCCN1C(=O)/C(=C/c2ccccc2Cl)SC1=S)Nc1cccnc1,i,31,-0.6
Cc1occc1-c1nnc(SCC(=O)c2ccccc2)n1CC1CCCO1 (stereo not given),i,7,-1.0
COc1ccc(-c2noc(C3CCCN(S(=O)(=O)c4ccc(C)c(Cl)c4)C3)n2)cc1OC (stereo not given),i,3,-0.8
COc1ccc(N(C)S(=O)(=O)c2cccc(C(=O)N(C)Cc3ccc(C)o3)c2)cc1,i,4,-0.1
COc1cc2c(cc1OC)C(=O)N1[C@H]3c4cc(Cl)ccc4OC[C@@H]3[C@H](c3ccccc3)[C@]1(C)C(=O)N2,·,16,-0.4
O=C(CSc1ncn[nH]1)Nc1c(Br)cc([N+](=O)[O-])cc1Br,i,96*,-2.6

# Some of these compounds in order of formula weight, rising.
SMILES,KCNQ2 inh,OX1R antag,STK33 kinase inh
CCOC(=O)c1c(C)cc(C)n2c1nc1ccccc12,i,22,-1.5
O=C(CSc1nc2ccc(Cl)cc2[nH]1)NCc1ccco1,i,55,1.2
CC(C)c1c(C(=O)N/N=C/C2CC=CCC2)nnn1-c1nonc1N (stereo not given),i,12,-0.7
Cc1occc1-c1nnc(SCC(=O)c2ccccc2)n1CC1CCCO1 (stereo not given),i,7,-1.0
O=C(CCCN1C(=O)/C(=C/c2ccccc2Cl)SC1=S)Nc1cccnc1,i,31,-0.6
COc1ccc(N(C)S(=O)(=O)c2cccc(C(=O)N(C)Cc3ccc(C)o3)c2)cc1,i,4,-0.1

# (next part)
SMILES,KCNQ2 inh,OX1R antag,STK33 kinase inh
O=C(Nc1cc(S(=O)(=O)N2CCOCC2)ccc1OCC(F)(F)F)C1=COCCO1,i,28,-1.1
O=C(NCC1CCCO1)c1onc(CSc2ccc(F)cc2)c1C(=O)O (stereo not given),i,24,-2.3
CCSc1nnc([C@H](Cc2c[nH]c3ccccc23)NC(=O)OC(C)(C)C)o1,i,18,-0.9
CCOc1ccc(NC(=O)Nc2ccc3nsnc3c2)cc1,i,18,-0.4
Cc1cc(Cl)nc2c(C(C)C)cccc12,i,1,-0.2
CC1CC(=S)Nc2ccccc2N1C(=O)Nc1ccccc1 (stereo not given),i,19,-0.5
Cc1cc(C)c2sc(N(CCN(C)C)C(=O)c3ccc4ccccc4c3)nc2c1,-5.9*,14,0.2
O=[N+]([O-])c1cccnc1N1CCOCC1,i,10,-0.9
CCN1CCN(CC(=O)NC2CCCC2)C(=O)C1=O,i,3,-0.8
CN(C(=O)CSc1ncnc2sccc12)C1CCCCC1,·,2,-1.4
C/[N+]([O-])=C\CC(=O)c1ccc(-c2ccccc2)cc1,i,15,-0.9
CCOC(=O)c1sc(NC(=O)c2ccccc2OCC)nc1C,i,28,-2.3
Cn1c(NCCCO)nc2c(c1=O)C1(CCCCC1)Cc1ccccc1-2,·,44,0.7
O=C(CN(C(=O)CNC(=O)c1ccco1)c1ccc(Cl)c(Cl)c1)NC1CCCCC1,i,-11,-1.0
Cn1nccc1C(=O)NC(=S)Nc1sc2c(c1C#N)CCCCC2,i,8,3.2
O=C(Nc1ccc(NC(=O)c2sc3ccccc3c2Cl)cc1Cl)c1ccco1,i,13,-1.7
CCC(=O)c1ccc(OCc2ccc(C(=O)OC)o2)c(OC)c1,i,21,-2.7
COCCN(CCOC)S(=O)(=O)c1ccc(C(=O)Nc2ccc([N+](=O)[O-])cc2OC)cc1,i,19,-0.1
CCOc1ccc(C2=Nn3cnnc3SC2)cc1,i,9,-2.1
C=CCc1ccc(OCC(O)COCC)c(OC)c1 (stereo not given),i,20,-0.1
CCN1CCN(C(=S)Nc2ccccc2Cl)CC1,i,8,6.0
COc1ccc(C(CNC(=O)c2cccc(S(=O)(=O)N3CCCCC3)c2)N2CCCC2)cc1 (stereo not given),·,3,-0.7
CSc1ccccc1C(=O)Nc1ncc(C)s1,i,-1,-0.2
COc1ccc(OCCNC(=O)c2cc(C3CC3)nc3c2cnn3C(C)C)cc1,·,4,-0.6
O=C(CSc1nc(O)c(Cc2ccccc2)c(=O)[nH]1)c1ccccc1,i,12,-0.3
O=C(c1ccc(CS(=O)c2cccc(Cl)c2)o1)N1CCN(C2CCCCC2)CC1 (stereo not given),i,5,-1.2
CC(C)Cc1cc(C(=O)Nc2ccc(F)cc2F)no1,i,7,0.2
Cc1ccc(SCCNC(=O)/C=C/c2ccc([N+](=O)[O-])cc2)cc1,i,21,-1.5
COc1ccccc1C(=O)NCCSCc1ccccc1Cl,-6.4*,17,-1.2
CCN1CCN(CCCNC(=O)CS(=O)(=O)Cc2nc(-c3cccc(OC)c3)oc2C)CC1,i,22,1.4
NC(=O)c1cc(Cl)ccc1OCC(=O)Nc1ccc2c(c1)OCO2,·,7,-0.2
CC(C)c1cccc(-c2ccc3c(c2)S(=O)(=O)c2cccc(C(=O)NC4CCCC4)c2C3=O)c1,·,7,-3.0
N#Cc1c(N2CCN(C(=O)c3ccccc3)CC2)nc(-c2ccccc2)c2c1CCCC2,i,20,-1.2
CCOc1ccccc1OCCCC(=O)N1CCN(S(=O)(=O)c2cccc(F)c2)CC1,i,36,-0.1
Cc1cccc(C(=O)N/N=C2\CS(=O)(=O)N(C)c3ccsc32)c1,i,11,-0.7
Cc1ccccc1OCc1nnc(SCCN2CCCC2)n1-c1ccccc1,i,28,·
N=c1c2c(-c3ccccc3)c(-c3ccccc3)oc2ncn1Cc1ccco1,i,47,29*
CCN(CC(=O)Nc1ccc2c(c1)OCCO2)C(=O)COc1cc(C)ccc1Cl,i,17,-1.4
CCOC(=O)CC(NC(=O)CCS(=O)(=O)c1ccc2c(c1)n(C)c(=O)c(=O)n2C)c1ccc(C)cc1 (stereo not given),i,-4,-0.4
C[C@H](NC(=O)N1CCn2c1nc1ccccc12)C(=O)NC1CCCCC1,i,-1,-0.6
CCOC(=O)N1CCN(C(=O)COC(=O)c2ccc(S(=O)(=O)N(CC)CC)cc2)CC1,i,4,-0.3
Cn1c(SCc2c(Cl)cccc2Cl)nc(C(F)(F)F)cc1=O,i,11,-0.3
CCCCOC(=O)CCc1nc2ccccc2[nH]c1=O,i,22,1.0
CCOC(=O)c1[nH]c2ccc(OC)cc2c1NC(=O)CCN1CCCC(C)C1 (stereo not given),i,16,-0.6
Clc1ccc(C2=NNC(=NCC3CCCO3)SC2)cc1 (stereo not given),i,6,-0.1

# Record cards, from the list above. Values in the order: KCNQ2 inh	OX1R antag	STK33 kinase inh
# Entry for `N=c1c2c(-c3ccccc3)c(-c3ccccc3)oc2ncn1Cc1ccco1` : i	47	29*
# Entry for `CC(C)c1cccc(-c2ccc3c(c2)S(=O)(=O)c2cccc(C(=O)NC4CCCC4)c2C3=O)c1` : ·	7	-3.0

# Continuation:
SMILES,KCNQ2 inh,OX1R antag,STK33 kinase inh
Cc1cccc(C(=O)NCC(=O)NCCCSc2ccccc2)c1,i,12,-1.0
O=C(CSc1nc(-c2ccccc2Cl)ns1)c1ccc(Cl)cc1,i,5,-1.2
CCCCNC(=O)CCn1nc(-c2ccc(C)cc2)c2ccccc2c1=O,i,30,-0.6
COc1ccc(CCNC(=O)CN(c2cc(C)cc(C)c2)S(=O)(=O)c2c(C)noc2C)cc1OC,i,25,0.1
CCOC(=O)c1ccccc1NC(=O)CSc1nnc(C)c(=O)[nH]1,i,26,-1.0
Cc1ccc(N=c2oc3cc(O)ccc3cc2C(N)=O)cc1,i,21,10
O=C(Nc1ccc(S(=O)(=O)Nc2ccc(Cl)cc2)cc1)C1CCCO1 (stereo not given),i,9,-0.3
Cc1ccc(N2CC(C(=O)Oc3cccc(N4C(=O)CCC4=O)c3)CC2=O)cc1 (stereo not given),i,7,-2.5
Cn1c(SCc2ccccc2)nnc1-c1ccncc1,i,10,-0.2
COc1ccc(-c2nc(S(=O)(=O)c3ccc(C)cc3)c(N3CCCC3)o2)cc1,i,15,-1.4
COc1cc(C2NC(=S)NC(C)=C2C(=O)Nc2cc(C)cc(C)c2)ccc1O (stereo not given),i,14,0.2
CCOc1ccccc1NC(=O)Cc1coc2cc(C)ccc12,i,9,-1.0
CCOc1ncccc1C(=O)Nc1nc(SC)ns1,i,14,0.3
CN(CC(=O)Nc1ccccc1Br)CC(=O)Nc1ccccc1C(F)(F)F,i,5,-2.1
CCc1nc(N)c(C#N)c(-c2ccccc2OC)c1C,i,14,0.1
COc1ccc(C2NC(=O)CS2)cc1OC (stereo not given),i,7,0.7
CCc1ccc(OCC(=O)N/N=C(\C)c2ccc3c(c2)OCCO3)cc1,i,28,0.8
Cc1ccc(S(=O)(=O)NCC(C)NS(=O)(=O)c2ccccc2[N+](=O)[O-])cc1 (stereo not given),i,12,-1.5
COc1ccc(CNC(=O)CN2CCC(n3nnc4cc(F)ccc43)CC2)cc1,i,7,-2.5
CCC(=O)N1N=C(c2ccc(NS(=O)(=O)c3ccccc3)cc2)CC1c1ccco1 (stereo not given),·,7,-0.9
CC1(NC(=O)NCCCCCCNC(=O)NC2(C)CCS(=O)(=O)C2)CCS(=O)(=O)C1 (stereo not given),i,21,-2.4
COc1ccccc1CCC(=O)N1CCC(n2nccc2NC(=O)C2CCOC2)CC1 (stereo not given),i,10,-0.6

# Single entries from the entries so far.
# CCC(=O)N1N=C(c2ccc(NS(=O)(=O)c3ccccc3)cc2)CC1c1ccco1 (stereo not given) @ STK33 kinase inh = -0.9
# CC1(NC(=O)NCCCCCCNC(=O)NC2(C)CCS(=O)(=O)C2)CCS(=O)(=O)C1 (stereo not given) @ STK33 kinase inh = -2.4

# Screening results deposited in PubChem by several laboratories.
